# Screening results (PubChem)
# Nrf2 block = blocks Nrf2 signaling | A549 ARE-Fluc reporter, luciferase luminescence, 18-24 h | Potency, µM (highest dose often 46 µM), for the others: top-dose activity change, negative = inhibition, most hits filed as inhibitors | actives 2.1% (n = 360,000); further: potency means the concentration at half of the fitted maximal effect; on the % scale 0 is the no-effect control and ±100 the full control effect; nearly all actives have a fitted effect of over 60% in size
#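 A549 ARE_Fluc cells (5000/well, 5% FBS OPTI-MEM) pre-incubated 2 h, then treated with compounds 18-24 h at 37C/5% CO2 in concentration-response. CellTiter-Fluor viability read first; BugLite luciferase luminescence after 15 min at room temperature gives Nrf2 activity.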
# IL-1B inflam inh = blocks inflammasome-driven IL-1 beta release; THP-1 LPS/ATP IL-1B secretion, AlphaLISA, 16 h; hits give low values; activity change, % at 57.5 µM; actives 4.7% (n = 360,000); AID 743279; in the data active means activity change below about -50%; inconclusive means mostly about -30% to -49%; further: on the % scale 0 is the no-effect control and ±100 the full control effect
#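 Secreted IL-1B measured by AlphaLISA bead assay after 16 h compound exposure of THP-1 cells; compounds (final up to 57.5 uM) added 1 h before LPS (250 ng/mL) and ATP (1.25 mM) stimulation; lower signal means less secretion.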
# TGFb inhibitor = inhibitors of TGF-b signaling; AID 588855; Potency, µM (series often up to 46.1 µM), without a hit: at the highest dose activity, negative = inhibition, hits mostly inhibitors; HepG2 CAGA-GFP TGF-b/SMAD3 reporter, GFP fluorescence, 18 h; TGF-beta stimulated, 500 pg/mL final; actives 1.2% (n = 410,000); further: potency means the concentration at half of the fitted maximal effect; on the % scale 0 is the no-effect control and ±100 the full control effect; nearly all actives have a fitted effect of over 65% in size
#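 Inhibition of TGF-beta-driven CAGA-GFP reporter expression in HEPG2 cells is measured by cellular GFP fluorescence after 18 h stimulation with 500 pg/mL recombinant TGF-beta in 1% FBS medium at 37 degrees C.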
# HepG2 viability = counter-screen for TGF-b inhibitors: cytotoxicity in HepG2 cells. HepG2 CAGA-GFP viability, ATP luminescence, 18 h. Potency, µM (titrated, usually from 46.1 µM), without a hit: at the highest dose activity change, negative = cytotoxicity, actives largely listed as cytotoxic. actives 0.76% (n = 410,000). AID 588856; further: potency means the concentration at half of the fitted maximal effect; some results filed as inactive show a strong effect at the top dose
#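 CellTiter-Glo luminescence gave cytotoxicity after 18 hours at 37 degrees C. The cells were HepG2 CAGA-GFP in 1% FBS DMEM, stimulated with 500 pg/mL TGF-beta after compound addition. %Activity was normalised to no-cell wells (complete cell-killing) and DMSO (no toxicity), and curves were fitted and classified.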
# ATXN viability = reduces viability in counter-screen for ATXN expression inhibitors; Potency, µM (titrated, usually from 56.7 µM), actives largely listed as cytotoxic; actives 0.49% (n = 400,000); S2 cells (HEK-293 line with an ATXN2-luciferase reporter) viability, CellTiter-Fluor protease fluorescence, 24 h; further: potency means the concentration at half of the fitted maximal effect; nearly all actives have a fitted effect of over 40% in size
# ATXN2 expr inh = reduces ATXN2 reporter expression in HEK-293 cells; HEK-293 ATXN2-luciferase reporter, luminescence, 24 h; Potency, µM (titrated, usually from 57 µM), without a hit: top-dose activity change, negative = inhibition, hits mostly inhibitors; actives 0.72% (n = 360,000); AID 1745845; further: potency means the concentration at half of the fitted maximal effect; on the % scale 0 is the no-effect control and ±100 the full control effect; nearly all actives have a fitted effect of over 55% in size
#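 ATXN2-luciferase reporter cells (luciferase flanked by upstream and downstream ATXN2 gene portions) were treated 24 h at 37 °C with compounds at up to 57 uM. SteadyGlo luminescence gave expression; GF-AFC fluorescence gave viability.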
# MCF10A rereplic = DNA re-replication induction in MCF 10a cells. MCF 10A DNA re-replication, Hoechst nuclear intensity, 48 h. Potency, µM (highest dose often 46.1 µM), without a hit: top-dose activity, positive = re-replication, usual class: activators. actives 2.9% (n = 350,000). AID 624296; further: potency means the concentration at half of the fitted maximal effect; % of control where 0% means no effect; nearly all actives have a fitted effect of over 50% in size
# Nrf2 ARE act = activators of Nrf2 (ARE) signaling. Potency, µM (series often up to 46.1 µM), inactives show at the top dose activation, usual class: activators. AREc32 ARE-luciferase reporter (MCF7-derived line), luminescence, 24 h. actives 0.31% (n = 410,000); further: potency means the concentration at half of the fitted maximal effect; % of control where 0% means no effect; nearly all actives have a fitted effect of over 65% in size
#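 AREc32 cells carrying an ARE-driven firefly luciferase, 1000 cells/well in OPTI-MEM with 5% FBS, dosed after overnight attachment and incubated 24 hr at 37 deg C. Steady-Glo luminescence read after 30 min at RT.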
# A549 viability = kills or reduces viability of A549 cells in Nrf2 counter-screen | A549 ARE-Fluc cells, CellTiter-Fluor viability, 18-24 h | Potency, µM (top dose mostly 46 µM), without a hit: top-dose activity change, negative = cytotoxicity, usual class: inhibitors | actives 0.16% (n = 390,000) | AID 504648; further: potency means the concentration at half of the fitted maximal effect; on the % scale 0 is the no-effect control and ±100 the full control effect
#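 A549 ARE-Fluc cells in 5% FBS OPTI-MEM, 5000 cells/well, rested 2 h then exposed to compounds in concentration-response for 18-24 h at 37 °C. Viability by CellTiter-Fluor fluorescence (Ex 405/Em 525) after 30 min; luciferase luminescence (BugLite, 15 min, RT) read afterwards.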
# * = called active by the depositor; i = inactive; ? = inconclusive; . = no result given; & = joins results of further samples; [ ] = another dose, or the depositor's remark. Unless noted, the call rests on the fitted dose curve; in most records, active means well fitted curve in the direction sought with a large enough effect; inconclusive means small, poorly fitted or top-dose-only effect, or another doubt; inactive means no such curve, though single readings can be large; an effect the other way counts as inactive or inconclusive.
smiles,Nrf2 block,IL-1B inflam inh,TGFb inhibitor,HepG2 viability,ATXN viability,ATXN2 expr inh,MCF10A rereplic,Nrf2 ARE act,A549 viability
Cc1ccc(C)c(S(=O)(=O)N2CCN(C(=O)C3CCN(C(=O)c4ccc(F)cc4)CC3)CC2)c1,?,0,-28%,-2%,i,5%,0%,0.2%,-9%
COc1ccc(CNC(=O)c2cc3c(=O)n4cccc(C)c4nc3s2)cc1,-10%,.,1%,0%,i,-4%,.,0.8%,-1%
CCc1ccc(-c2nc(CS(=O)CC(=O)NCc3ccc(F)cc3)c(C)o2)cc1 (stereo unspecified),.,.,-28%,-26%,.,.,.,0.0%,12%
CC(C)c1ccc(-c2nnc3n(CCc4ccccc4)c(=O)c4ccccc4n23)cc1,10%,.,0%,-1%,i,10%,.,3.1%,8%
Nc1ccccc1SCC(=O)Nc1ccc(N2CCOCC2)cc1,10%,-11,-5%,4%,?,3%,8%,0.4%,-2%
CC(=O)Nc1ccc(S(=O)(=O)N2CCSC2)cc1,1%,0,-16%,-22%,?,-1%,-19%,-0.2%,-1%
CCN1CCN(C(=O)C2CCN(C(=O)c3cc4sccc4n3CC)CC2)CC1,-7%,5,-12%,1%,i,-5%,1%,-0.3%,11%
CCCNC(=O)C1CC(=O)N(c2ccc(OCC(=O)Nc3cc(C)cc(C)c3)cc2)C1 (stereo unspecified),11%,-22,0%,-20%,i,-1%,3%,-0.2%,8%
CCOc1ccc(NC(=O)CN(C)C(=O)CCNC(=O)c2ccc(Br)cc2)cc1OCC,?,-8,-9%,-5%,i,10%,2%,0.5%,1%
O=C(Cc1ccc(F)cc1)N1CCC(N2CCC(C(=O)N3CCOCC3)CC2)CC1,0%,4,-4%,-3%,i,1%,19%,0.1%,2%
CCOc1ccc(C(=O)Nc2cc3c(cc2N2CCCC2)n(CC)c(=O)n3CC)cc1OCC,-14%,15,1%,6%,i,-12%,3%,6.0%,2%
CC(C)NS(=O)(=O)c1ccc(CCC(=O)Nc2ccc3c(c2)OCCO3)cc1,7%,-2,-2%,-13%,i,-10%,-5%,-0.6%,0%
C=CC[C@H](CC(=O)NCCO)C(=O)N[C@@H](COC(=O)[C@@H](CC=C)CC(=O)OC(C)(C)C)Cc1c[nH]c2ccccc12,-8%,-2,0%,0%,?,6%,-1%,0.4%,0%
Cc1csc(NC(=O)CSc2ncn(-c3ccccc3)n2)n1,-5%,-1,3%,-11%,i,-8%,-6%,-0.3%,-1%
Clc1ccc(-n2nnnc2-c2cnc(-c3ccncc3)nc2-c2cccs2)cc1,?,-28,-17%,-30%,i,-11%,?,-0.4%,-14%
CCOC(=O)Cc1csc(NC(=O)CSc2nnc(C)n2C)n1,1%,14,3%,2%,i,7%,-2%,-0.8%,-9%
Nc1ncnc2c1ncn2[C@@H]1O[C@H](CNC(=O)[C@H](N)Cc2cscn2)[C@@H](O)[C@H]1O,-20%,-15,-4%,0%,i,-9%,-4%,0.0%,8%
O=S1(=O)N=C(N=Nc2c(O)[nH]c3ccccc23)c2ccccc21,6%,19,-2%,3%,?,.,-1%,0.0%,-8%
O=C1C(Cc2ccccc2)Nc2ncnc(N3CCN(c4ccccc4)CC3)c2N1Cc1ccc(Cl)cc1 (stereo unspecified),-23%,-56*,-2%,-13%,i,3%,-14%,6.5%,-14%
Cc1ccc(C(=O)N2CCN(c3ccc4c(c3)C3CC4CCN3C(=O)OCc3ccccc3)CC2)cc1 (stereo unspecified),.,-4,?,2%,?,-37%,.,-0.4%,.
Cc1c(NC(=O)NC(=O)c2ccc(F)cc2)c(=O)n(-c2ccccc2)n1C,-7%,16,-3%,-15%,i,-2%,-4%,-0.4%,-5%
CCOC(=O)c1c(NC(=O)CN2CCOCC2)sc2c1CCCC2=O,12%,1,1%,-10%,?,-14%,-1%,0.0%,4%
COC(=O)c1ccccc1NC(=O)Oc1ccc(F)cc1,.,1,-3%,-5%,i,-2%,?,-1.2%,2%
CCCCNCc1nc2ccccc2c(=O)[nH]1,-4%,-52*,-2%,-6%,i,22%,19%,4.4%,5%
O=C(COc1ccc(Cl)cc1Cl)NNC(=S)NCc1ccco1,-19%,21,?,-35%,i,2%,?,4.5%,0%
N#CC1=C(N)OC2=C(C(=O)CCC2)C1c1ccsc1 (stereo unspecified),-7%,4,-7%,-29%,i,7%,-4%,2.3%,-2%
CCOC(=O)C(C)Sc1nnc2cc(C)c3ccccc3n12 (stereo unspecified),9%,.,-9%,-5%,.,.,.,-0.4%,-5%
c1coc(-c2ncc[nH]2)c1,1%,-8,4%,-18%,i,6%,13%,0.8%,7%
CC(=O)Nc1ccccc1-c1nc2ccccc2n(C(C)C(=O)Nc2cccc(C)c2C)c1=O (stereo unspecified),?,.,22%,-14%,.,.,.,-0.1%,8%
CCN=C1S/C(=C\c2ccc(Sc3ccc(Cl)cc3)o2)C(=O)N1CC,4%,-27,-17%,-3%,i,14%,?,0.0%,?
CC1CCN(CCCOc2ccc(Cl)cc2Br)CC1,17%,6,-5%,-5%,i,6%,1%,1.9%,-7%
COc1ccc(CCn2c(=O)[nH]c3cc(C(=O)N4CCN(c5ccccc5)CC4)ccc3c2=O)cc1OC,-24%,29,-2%&-1%,-20%&1%,i,-36%&-6%,11%,-0.4%&-0.3%,-8%&1%
Cc1c(C(=O)NC2CCCCC2)sc2ncnc(N3CCN(c4ccccc4)CC3)c12,6%,9,23%,6%,i,-8%,-1%,0.0%,6%
COc1cc(NC(=O)c2cc(C)nc3c2c(C)nn3-c2ccccc2Cl)cc(OC)c1,-30%,.,?,-30%,?,-32%,.,1.2%,2%
CC(C)(C)n1nnnc1C(c1ccncc1)N1CCCCCC1 (stereo unspecified),1%,-8,-2%,4%,i,1%,11%,-0.9%,1%
COc1ccc(C)cc1-n1c(-c2ccncc2)n[nH]c1=S,2%,25,-2%,-4%,i,134%[activator],3%,0.0%,0%
Cn1cc([N+](=O)[O-])c(C(=O)NNC(=O)c2ccc([N+](=O)[O-])cc2)n1,?,-14,1%,0%,i,.,-3%,4.3%,-10%
Cc1cc(N2CCN(C)CC2)nc2ccc(NC(=O)Nc3ccccc3)cc12,?,.,?,13µM*,.,-19%,.,5.6%,?
Cc1ccc(CSc2nsc(C)c2C#N)cc1,5%,8,-5%,-7%,?,.,1%,5.5%,-2%
Cc1ccc2c(=O)cc(C(=O)Nc3cccc(Cl)c3C)oc2c1C,14%,.,-18%,-1%,i,-1%,.,8.2%,6%
CC1CCCCC1NC(=O)CSC1=Nc2ccccc2C2CC=NN12 (stereo unspecified),-6%,-1,-16%,-6%,?,-1%,?,0.2%,5%
Cc1ccc(NC(=O)C2C(c3ccccc3)C=CC(c3ccccc3)C2C(=O)O)cc1 (stereo unspecified),-10%,18,-8%,-18%,i,-2%,12%,-0.2%,-2%
CCS(=O)(=O)Nc1cccc(C2=NN(S(C)(=O)=O)C(c3cccs3)C2)c1 (stereo unspecified),-5%,3,16%,0%,i,12%,-1%,0.9%,1%
COc1cc(NC(=O)CC2C(=O)N(c3ccccc3)C(=O)N2Cc2ccc(F)cc2)cc(OC)c1 (stereo unspecified),.,.,-6%,-19%,.,.,.,4.6%,1%
O=C(CC1S/C(=N/N=C/c2ccco2)NC1=O)Nc1cccc(Cl)c1Cl (stereo unspecified),-15%,6,-10%,-8%,i,-11%,0%,?,2%
COc1ccc(CN2CCN(Cc3ccc(C(F)(F)F)cc3)CC2)cc1,-13%,?,?,-37%,i,-33%,-2%,2.7%,5%
Cc1nnc(-c2cnn(-c3ccccc3)c2N)n1Cc1ccc(F)cc1,3%,-16,-2%,0%,i,2%,4%,0.0%,-8%
Cn1nnnc1SCc1nc2ccccc2s1,.,8,-6%,0%,i,46%[activator],10%,12%,2%
CCOc1ccc(S(=O)(=O)Nc2ccccc2SC)cc1,.,12,21%,-25%,i,-13%,-9%,-0.5%,-1%
COc1cccc(-n2nnnc2SCC(=O)Nc2nc3c(s2)CCCC3)c1,-9%,0,-9%,-10%,i,19%,?,8.1%,6%
CCn1nc(-c2ccccc2)c(-c2ccccc2)c(C(=O)Nc2nc(C)c(C(=O)N(C)C)s2)c1=O,10%,.,0%,-23%,.,.,.,1.0%,-3%
N#Cc1cc2c(nc1SCC(=O)O)CCCC2,-13%,-4,15%,0%,i,5%,-3%,-0.7%,10%
NC(=O)c1ccccc1N/C=C/C(=O)c1ccc(F)cc1,?,-6,-25%,-80%,i,.,25%,?,2%
CN(CC(=O)Nc1cccc(F)c1)C(=O)CN1C(=O)C2CCCCC2C1=O (stereo unspecified),16%,-1,-2%,-4%,i,4%,1%,0.2%,0%
CCOC(=O)C(=NC1CCCCC1)NNc1cccc(C(F)(F)F)c1,-10%,-3,?,-34%,i,-22%,?,0.3%,18%
COCCn1c(SCC(=O)N2CCCC2=O)nnc1-c1ccncc1,.,18,4%,-25%,i,.,.,0.0%,.
Cc1cc(OCCn2ccnc2)ccc1C(C)C,10%,19,-8%,2%,i,15%,?,-0.2%,-2%
Fc1ccccc1C1CCN(Cc2nc(COc3ccccc3)no2)C1 (stereo unspecified),-24%,4,-18%,20%,i,.,-3%,0.4%,-5%
